AHR act – activates the human aryl hydrocarbon receptor | AHR-responsive luciferase reporter cells, luminescence | activation, % at 5 µM | 320,000 compounds, 2.5% hits | AID 2796; in the data active means activation above about 47%;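 further: 0% = vehicle wells and 100% = reference agonist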
PME-1 primary – PME-1 (human) inhibition; Q9Y570; recombinant PME-1, FP-Rh probe fluorescence polarization; inhibition, % at 5.9 µM; 320,000 compounds, 0.53% hits;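 active means inhibition above the campaign mean of all compounds plus 3 SD, cut at about 26% in these data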;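 further: competitive labeling of PME-1 active site by serine hydrolase directed probe; 0% = PME-1 with DMSO and 100% = wells lacking PME-1 enzyme; inhibitors block probe labeling so polarization falls and inhibition rises; many of its hits are not listed in these tables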
Bcl-xL primary – blocks human Bcl-xL binding to Bim BH3 peptide; GST-Bcl-xL / FITC-Bim BH3 peptide fluorescence polarization; Q07817; 320,000 compounds, 0.7% hits; inhibition, % at 10.9 µM;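 active means inhibition above the mean of all tested compounds plus 3 SD, cutoff set per campaign, cut at about 30% in these data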;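 further: 0% = DMSO wells and 100% = unlabeled Bim-BH3 peptide competitor; inhibitors lower millipolarization by displacing the labeled peptide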
Fam108B inh – counter-screen for RBBP9 inhibitors: inhibitors of mouse Fam108B | recombinant Fam108B, FP-Rh probe fluorescence polarization | inhibition, % at 9.51 µM | 300,000 compounds, 0.33% hits | AID 1947;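 active means inhibition above the screen mean inhibition plus 3 SD, computed separately per campaign, cut at about 18% in these data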;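 further: inhibitors lower polarization as less probe binds the enzyme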
MCL1 BIM primary – MCL1-BIM-BH3 interaction inhibition (human); Q07820; GST-MCL1 / FITC-Bim-BH3 fluorescence polarization; inhibition, % at 10.9 µM; 320,000 compounds, 0.68% hits;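 active means inhibition above the mean inhibition of all tested compounds plus 3 SD, set per campaign, cut at about 40% in these data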;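 further: 0% = DMSO wells and 100% = unlabeled Bim-BH3 peptide control; higher means more loss of mP so more displacement of Bim peptide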
Target sequence (Q07820 whole entry, looked up): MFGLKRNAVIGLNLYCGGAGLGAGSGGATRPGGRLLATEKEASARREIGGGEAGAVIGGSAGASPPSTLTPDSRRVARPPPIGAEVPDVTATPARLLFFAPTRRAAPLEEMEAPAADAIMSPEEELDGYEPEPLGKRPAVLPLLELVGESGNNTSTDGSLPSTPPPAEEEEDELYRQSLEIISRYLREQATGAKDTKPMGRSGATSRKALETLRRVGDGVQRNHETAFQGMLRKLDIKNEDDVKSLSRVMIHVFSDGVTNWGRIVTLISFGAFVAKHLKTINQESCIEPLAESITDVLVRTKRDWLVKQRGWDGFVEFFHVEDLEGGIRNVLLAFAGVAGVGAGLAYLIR
pPAFAH inh – inhibitors of human plasma PAF acetylhydrolase (pPAFAH); Q13093; recombinant pPAFAH, FP-rhodamine probe fluorescence polarization; inhibition, % at 3.39 µM; 330,000 compounds, 1.5% hits; AID 463082;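 active means inhibition above the mean inhibition across the screen plus 3 SD, cut at about 25% in these data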;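 further: inhibitors block binding of the rhodamine activity-based probe so polarization drops; 0% = enzyme with DMSO and 100% = wells lacking pPAFAH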
Target sequence (Q13093 whole entry, looked up): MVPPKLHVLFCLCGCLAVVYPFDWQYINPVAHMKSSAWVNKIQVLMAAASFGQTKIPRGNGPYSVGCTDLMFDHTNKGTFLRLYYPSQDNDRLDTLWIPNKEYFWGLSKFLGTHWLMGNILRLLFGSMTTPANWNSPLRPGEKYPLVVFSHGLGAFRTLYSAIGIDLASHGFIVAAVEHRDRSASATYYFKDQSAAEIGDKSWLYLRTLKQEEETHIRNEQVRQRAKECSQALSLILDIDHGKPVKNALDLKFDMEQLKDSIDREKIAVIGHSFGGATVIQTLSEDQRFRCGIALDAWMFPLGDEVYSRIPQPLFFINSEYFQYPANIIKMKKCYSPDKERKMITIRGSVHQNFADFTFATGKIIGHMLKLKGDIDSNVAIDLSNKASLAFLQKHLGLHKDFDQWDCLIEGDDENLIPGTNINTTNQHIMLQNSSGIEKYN
PAFAH1B2 FP inh – blocks human PAF acetylhydrolase 1b catalytic subunit 2; 340,000 compounds, 1.2% hits; inhibition, % at 3.39 µM; recombinant PAFAH1B2, FP-rhodamine activity probe, fluorescence polarization; P68402;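 active means inhibition above the mean of all tested compounds plus 3 SD, cut at about 24% in these data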;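 further: 0% = enzyme with DMSO and 100% = wells lacking PAFAH1B2; many of its hits are not listed in these tables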
Target sequence (P68402 whole entry, looked up): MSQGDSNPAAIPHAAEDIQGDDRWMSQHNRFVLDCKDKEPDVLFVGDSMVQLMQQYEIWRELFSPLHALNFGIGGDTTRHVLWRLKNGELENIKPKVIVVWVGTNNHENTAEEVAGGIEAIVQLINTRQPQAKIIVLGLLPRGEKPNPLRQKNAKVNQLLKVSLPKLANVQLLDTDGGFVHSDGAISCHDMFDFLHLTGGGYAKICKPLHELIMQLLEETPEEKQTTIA
GLD-1 TGE inh – GLD-1-TGE RNA interaction inhibition (C. elegans) | purified GLD-1 + fluorescein TGE RNA, fluorescence polarization | inhibition, % at 5.96 µM | 320,000 compounds, 0.44% hits | AID 2280;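 active means percent inhibition above a per-plate cutoff, the plate mean of test compounds plus 3 SD, cut at about 30% in these data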;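 further: 0% = DMSO wells with GLD-1 and probe and 100% = wells lacking GLD-1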
MEX-5 binding – C. elegans MEX-5 TCR-2 RNA binding activity; MEX-5/FITC-TCR2 RNA binding, fluorescence polarization; active compounds read low; activity score (negative = inhibition of binding), % at 10 µM; 300,000 compounds, 0.38% hits;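 active means inhibition past about -25% in most replicates, and total fluorescence under double the plate's negative control median, limit read from the data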;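 further: 0% = DMSO and -100% = 5 µM competing unlabeled TCR2 RNA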
Active calls of the source: *; . = no result given; & = joins results of further samples. Not all compounds are listed; count on the stated rates, not on these rows.

SMILES	AHR act	PME-1 primary	Bcl-xL primary	Fam108B inh	MCL1 BIM primary	pPAFAH inh	PAFAH1B2 FP inh	GLD-1 TGE inh	MEX-5 binding
O=C(Nc1ccc(Cl)cn1)Nc1ccccc1F	39	-2	9	-3	1	-1	3	-1	1.5
COc1ccccc1CCNC(=O)c1cccc(S(=O)(=O)NCc2ccccc2)c1	24	5	-3	2	-3	3	13	6	-1.4
COc1ccc(CNC(=O)c2ccc(NC(=O)CC3SC(N4CCCC4)=NC3=O)cc2)cc1 (stereo not given)	-1	-16	4	0	5	4	1	-1	0.2
CN(CCOc1ccc(Cl)cc1)C(=O)CN1C(=O)NC2(CCCCC2)C1=O	0	0	-10	1	-6	-1	3	5	-2.8
C=C1CCC[C@]2(C)C[C@H]3OC(=O)C(CNC(C)(CO)CO)[C@H]3CC12 (stereo not given in full)	3	-4	-1	0	-5	3	28*	-2	-0.6
Cn1nnnc1SCC(=O)Nc1cc(C(F)(F)F)ccc1N1CCOCC1	1	-3	4	2	12	0	-3	-2	-1.9
COc1ccc(C(=O)NC(C(=O)OCC(=O)Nc2sccc2C(N)=O)C(C)C)cc1 (stereo not given)	4	-1	7	.	12	-1	-1	1	.
CCC(=O)NC1=C(NC(C)c2ccccc2)C(=O)c2ccccc2C1=O (stereo not given)	5	1	2	0	-1	3	3	0	-0.7
CS(=O)(=O)N(CC(=O)N1CCCC1)Cc1ccc(F)cc1	0	-10	2	-4	5	-3	4	5	2.3
CN1CCN(C(=O)CCN2C(=O)/C(=C\c3ccc(Cl)cc3)SC2=S)CC1	2	1	4	-1	1	-10	7	6	-1.1
Cc1ccc(-c2cn(-c3ccccc3)c3[n+]2CCCS3)cc1	1&2	0&8	1&0	4&3	-1&-5	-2&4	-2&1	-1&13	0.1&3.0
CCOC(=O)C1CCN(c2ncnc3c2cnn3-c2ccc(OC)cc2)CC1	-3	-2	4	-2	-4	6	0	0	.
Cc1cc(/C=C(\C#N)C(N)=O)c(C)n1-c1ccc(N2CCOCC2)c([N+](=O)[O-])c1	-4	3	6	2	0	11	0	-2	1.8
O=C(O)/C=C/C(=O)Nc1ccc2c(c1)NC(=O)CO2	1	-5	3	-2	5	1	5	10	-2.6
Cc1ccc(NC(=O)CCC(=O)c2cccs2)c(O)c1	7	0	7	3	5	4	3	4	-1.4

Part of the list above in order of SMILES length, low to high.
SMILES	AHR act	PME-1 primary	Bcl-xL primary	Fam108B inh	MCL1 BIM primary	pPAFAH inh	PAFAH1B2 FP inh	GLD-1 TGE inh	MEX-5 binding
O=C(Nc1ccc(Cl)cn1)Nc1ccccc1F	39	-2	9	-3	1	-1	3	-1	1.5
COc1ccccc1CCNC(=O)c1cccc(S(=O)(=O)NCc2ccccc2)c1	24	5	-3	2	-3	3	13	6	-1.4
COc1ccc(CNC(=O)c2ccc(NC(=O)CC3SC(N4CCCC4)=NC3=O)cc2)cc1 (stereo not given)	-1	-16	4	0	5	4	1	-1	0.2

New compounds follow
SMILES	AHR act	PME-1 primary	Bcl-xL primary	Fam108B inh	MCL1 BIM primary	pPAFAH inh	PAFAH1B2 FP inh	GLD-1 TGE inh	MEX-5 binding
O=C(NC1CCCCC1)N1CCN(c2ccc(Cl)cc2)CC1	-6	1	-3	-3	-3	-6	7	12	2.6
Cc1nn(C(C)C)c(C)c1[C@@H]1C[C@H]2CN(Cc3cccc(Cl)c3)C(=O)[C@]23CCCN13	0	1	0	-3	-2	-1	0	-14	-0.9
CC(C)(C)c1nnc(NC(=O)c2cccnc2)s1	24	2	7	5	5	0	4	0	-0.2
CCOC(=O)c1ccccc1C(=O)N1CCOCCOCCOCC1	0	0	1	2	-4	11	7	5	-0.8
Cc1ccc2c(c1)N(CC(=O)N1CCCC1)C(=O)c1cccnc1O2	2	1	2	-1	6	2	3	3	-0.4
COc1cc(NC(=O)c2ccc3c(c2)C(=O)N(CCC(C)C)C3=O)c(C(=O)O)cc1OC	6	-1	3	-1	-1	2	3	1	0.3
CN(C)S(=O)(=O)c1cccc(NC(=O)c2cccc(S(=O)(=O)N3CCc4ccccc43)c2)c1	6	-44	3	.	10	-23	-21	1	.
COc1ncc(C2=CC(=O)CC(C)(C)C2)cn1	-2	-5	3	.	3	-2	2	6	.
CCCCOc1ccc(C(=O)N/C(=C/C=C/c2ccccc2)C(=O)NCCCO)cc1	16	-3	-3	-2	-11	-1	1	-2	0.1
COc1cc(NC(=O)CSc2nc3[nH]c(=O)cc(O)c3s2)cc(OC)c1OC	0	0	-1	.	-8	14	0	-3	.
NCCCC[C@@H]1NC(=O)[C@H](CCC(=O)O)NC(=O)c2cc([N+](=O)[O-])cc(I)c2OCC[C@@H](C(N)=O)NC1=O	5	3	4	4	9	14	0	-2	.
COc1ccc(NC(=O)CCCNC(=O)Cn2cnc3sc4c(c3c2=O)CCCC4)c(OC)c1	2	-3	5	1	5	-1	1	-3	-1.8
CC(C)(O)[C@@H]1[C@@H]2C[C@@]3(CC[C@]4(C)C(CCC5[C@@]6(C)CC[C@H](O)C(C)(C)C6CC[C@]54C)[C@@H]13)C(=O)O2 (stereo not given in full)	-1	-5	5	-2	0	7	.	2	-0.8
CCN1CCN(Cc2cc(=O)oc3ccc(Cl)cc23)CC1	4	2	-5	3	-3	1	3	-4	0.8
O=C(CCl)Nc1ccc(S(=O)(=O)NC2=NCCCCC2)cc1	1	.	.	.	.	5	6	1	.
CCN(CC(=O)Nc1c(F)cccc1F)C(=O)c1ccc(N2CCCCC2)c([N+](=O)[O-])c1	-2	-9	3	3	2	8	-3	3	-7.1
COCC(C)n1c(SCc2ccc(C(=O)OC)cc2)nc2ccccc2c1=O (stereo not given)	-2	2	5	-3	3	6	5	7	1.7
O=C(CCc1nnc(-c2ccccc2)o1)NCc1c(F)cccc1F	2	-2	5	-2	-2	2	6	-5	1.7
COc1cccc(/C=N/n2c(C3CCCCC3)n[nH]c2=S)c1OC	5	2	-13	-3	-18	8	0	-9	3.5
CCOc1cccc(-c2nn(-c3ccccc3)cc2/C=C(/C#N)C(=O)NCCCn2ccnc2)c1	13	-1	1	-6	6	4	-2	6	1.4
CC(NC(=O)c1ccc(Cn2cc([N+](=O)[O-])cn2)cc1)c1ccccc1 (stereo not given)	4	-4	3	5	-2	7	7	8	-3.9
O=C(C1=C[C@@H](c2ccccc2)C[C@@H](OCc2ccc(CO)cc2)O1)N1CCOCC1	-1	2	9	-2	12	4	0	6	1.9
CONc1nc(NC(C)(C)C)nc(OCC#N)n1	1	-3	1	-1	1	-2	-2	1	0.9
CCCCC12CN3CC(C)(CN(C1)C31C(=O)N(C)c3ccc(C)cc31)C2=O (stereo not given)	8	4	2	3	6	-2	0	7	-0.5
COc1ccc(NS(=O)(=O)c2cc(NC(=O)c3cccs3)ccc2N2CCCC2)cc1	11	2	8	5	4	15	1	12	1.3
CCC1Oc2ccccc2N(CC(=O)NCc2ccco2)C1=O (stereo not given)	1	-1	4	-10	6	-3	-7	2	-1.3
COc1ccc(/C=N/NC(N)=S)cc1OC(=O)c1ccccc1	2	3	4	1	7	10	2	9	1.2
CC(=O)Nc1ccc(S(=O)(=O)N2CCN(CCCOc3ccccc3Cl)CC2)cc1	-7	-5	4	2	-2	2	4	10	0.0
Nc1nc(SCC(=O)NCCN2CCOCC2)nc2sc3c(c12)CCC3	-1	-1	4	0	19	3	1	6	0.6
COC(=O)c1ccc(CSCC(=O)Nc2ccccc2)cc1	-2	-4	5	0	2	-2	6	2	2.1

Entries of single compounds, quoted from the list:
O=C(C1=C[C@@H](c2ccccc2)C[C@@H](OCc2ccc(CO)cc2)O1)N1CCOCC1 as listed: AHR act: -1; PME-1 primary: 2; Bcl-xL primary: 9; Fam108B inh: -2; MCL1 BIM primary: 12; pPAFAH inh: 4; PAFAH1B2 FP inh: 0; GLD-1 TGE inh: 6; MEX-5 binding: 1.9
CCN(CC(=O)Nc1c(F)cccc1F)C(=O)c1ccc(N2CCCCC2)c([N+](=O)[O-])c1 as listed: AHR act: -2; PME-1 primary: -9; Bcl-xL primary: 3; Fam108B inh: 3; MCL1 BIM primary: 2; pPAFAH inh: 8; PAFAH1B2 FP inh: -3; GLD-1 TGE inh: 3; MEX-5 binding: -7.1
O=C(CCc1nnc(-c2ccccc2)o1)NCc1c(F)cccc1F as listed: AHR act: 2; PME-1 primary: -2; Bcl-xL primary: 5; Fam108B inh: -2; MCL1 BIM primary: -2; pPAFAH inh: 2; PAFAH1B2 FP inh: 6; GLD-1 TGE inh: -5; MEX-5 binding: 1.7

(cont.)
SMILES	AHR act	PME-1 primary	Bcl-xL primary	Fam108B inh	MCL1 BIM primary	pPAFAH inh	PAFAH1B2 FP inh	GLD-1 TGE inh	MEX-5 binding
O=C(COC(=O)/C=C/c1ccccc1)Nc1ccc2c(c1)OCCO2	-1	-3	2	.	1	8	4	-2	.
O=C(OCc1ccc(F)cc1)c1ccc2ccccc2n1	5	-1	-4	0	-1	19	5	7	1.5
Cn1c(=O)c(=O)n(C)c2cc(N3CCCCC3)c(NS(=O)(=O)c3ccc(Br)cc3)cc21	-2	1	3	0	2	7	19	5	-3.7
O=C(Cn1c(=O)oc2ccccc21)Nc1ccc(Cl)cc1	0	-9	8	1	-2	-10	1	3	0.1
CCc1ccc(C(=O)CCC2CCCCC2=O)cc1 (stereo not given)	28	-1	8	3	6	2	0	3	1.7
CCc1ccccc1NC(=O)CSc1nc2c(c(-c3ccco3)c1C#N)CCCC2	0	-3	5	2	7	3	2	0	-2.9
CCc1ccc(OCCn2cccn2)cc1	-4	5	-1	2	1	2	6	8	-0.4
CCN(CC)CCn1c(=O)n(-c2ccc(Cl)cc2)c(=O)c2c3c(sc21)CN(C)CC3	90*	0	35*	0	37	-5	6	-41	-14
Cc1cc(=O)oc2cc(NC(=O)COc3cccc(C(F)(F)F)c3)ccc12	1	0	2	.	-2	6	-3	-7	.
CCOC(=O)Cc1csc(NC(=O)COc2cccc(C)c2)n1	9	1	-3	0	5	-5	5	2	3.3
CC(C)CCN1C(=O)c2ccc(C(=O)OCn3nnc4ccccc4c3=O)cc2C1=O	0	-3	-2	0	-8	6	3	-2	-1.3
CCc1cc(=O)oc2cc(OCC(N)=O)c(Cl)cc12	-4	0	3	0	6	2	6	2	0.5
COc1ccc(NC(=O)CNc2cc(S(=O)(=O)N3CCOCC3)ccc2NCC2CCCO2)cc1 (stereo not given)	-6	-1	-2	-3	-3	6	1	3	0.6
CCn1c(=O)c(C(=O)NNS(=O)(=O)c2ccc(C)cc2)c(O)c2ccccc21	2	1	2	-3	12	9	6	-3	-5.7
COc1ccccc1NC(=O)CN(Cc1ccco1)C(=O)c1cccs1	0	4	4	4	5	0	1	1	0.4
C=CCC1c2cccc(C(=O)O)c2C(=O)N1c1cccc(C)c1 (stereo not given)	1	-4	6	-6	0	-8	3	-6	-2.5
Cc1ccc(S(=O)(=O)N2CN(CC3CCCO3)c3nc4ccccc4nc32)c(C)c1 (stereo not given)	7	4	22	5	17	4	-4	13	-7.9

Arranged by value in PAFAH1B2 FP inh (low to high): some entries from above
molecule | PAFAH1B2 FP inh
CCc1ccc(C(=O)CCC2CCCCC2=O)cc1 (stereo not given) | 0
COc1ccccc1NC(=O)CN(Cc1ccco1)C(=O)c1cccs1 | 1
CCc1cc(=O)oc2cc(OCC(N)=O)c(Cl)cc12 | 6
